Screens (PubChem BioAssay)
UBC9 SUMO inh – SUMOylation inhibition | HTRF SUMOylation assay, SAE1/SAE2 + UBC9, in vitro | inhibition, % at 35 µM | hit rate 0.36% among 290,000; in the data active = inhibition above about 50%, passing the limit was not always enough; note: strong numbers were not always called active
Target sequence (P63279 whole entry, looked up): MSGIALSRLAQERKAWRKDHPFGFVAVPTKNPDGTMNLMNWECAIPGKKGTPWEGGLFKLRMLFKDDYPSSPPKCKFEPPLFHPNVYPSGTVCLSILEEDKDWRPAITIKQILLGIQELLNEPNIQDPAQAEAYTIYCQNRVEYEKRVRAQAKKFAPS
IDE act – activators of human insulin-degrading enzyme in cells; hit rate 0.073% among 340,000; P14735; AID 493087; HEK cells, FAbeta-B cleavage, fluorescence polarization; 0% vehicle, 100% cell-free pure enzyme wells; activation, % at 5.96 µM;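 active = activation above the mean of all tested compounds plus 3 SD, set per screening campaign, cut at about 17% in these data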
NS3 helicase inh – HCV NS3 helicase inhibition; NS3 helicase DNA unwinding, Cy5 molecular beacon fluorescence; inhibition, % at 10.9 µM; hit rate 0.56% among 290,000; AID 1800;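 active = inhibition above the mean of all tested compounds plus 3 SD, set per campaign, cut at about 35% in these data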;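 note: 0% = DMSO wells and 100% = thioflavine S control wells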
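Assay system – hepatitis C virus NS3 helicase domain fragment enzyme · Buffer or medium – MOPS pH 6.5, MgCl2, DTT, Tween20, BSA · Reagent – Cy5/quencher beacon DNA duplex and ATP to start · Compound – single 10.9 µM dose · Timing – 1 h at 25 °C · Technique – Cy5 beacon fluorescence read at start and 1 h · Measure – % inhibition of unwinding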
PfM18AAP inh – blocks P. falciparum M18 aspartyl aminopeptidase; recombinant PfM18AAP, H-Glu-NHMec fluorogenic cleavage; inhibition, % at 7.35 µM; hit rate 1.2% among 290,000;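 active = inhibition above the campaign mean inhibition over all tested compounds plus 3 SD, cut at about 28% in these data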;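 note: 0% = plate median of test compound wells and 100% = 2 mM ZnCl2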
pCIP destab – compounds decreasing mouse p/CIP protein stability. Q05BA5. F442A p/CIP-EGFP cells, EGFP fluorescence, 16 h. decrease of EGFP signal, % at 10 µM. hit rate 0.01% among 290,000;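 active = EGFP signal decrease of at least 30% at 10 µM or well 3 SD below plate mean, unless failing retest; inactive = the rest, including hits failing retest or dose response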; note: some compounds called inactive have numbers as strong as hits; many of its hits are not listed in these tables
FID counter – counter-screen for HCV NS3 helicase inhibitors: DNA intercalator displacement; AID 1845; inhibition, % at 7.9 µM; hit rate 0.17% among 290,000; DNA fluorescent intercalator displacement, fluorescence; in the data active = inhibition above about 37%;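 note: 0% = vehicle and 100% = reference compound; higher means more ethidium bromide displaced from hairpin DNA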
VIM-2 inh – blocks Pseudomonas aeruginosa VIM-2 metallo-beta-lactamase; inhibition, % at 5.6 µM; purified VIM-2, nitrocefin hydrolysis, epi-absorbance fluorescence; hit rate 0.89% among 290,000;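 active = inhibition above the mean of all tested compounds plus 3 SD, cutoff set per screening run, cut at about 7.5% in these data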;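 note: red hydrolysis product quenches plate fluorescence so inhibitors raise well fluorescence; 0% = enzyme with DMSO and 100% = DMSO without enzyme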
IDE cell inh – inhibits human insulin-degrading enzyme in HEK cells | P14735 | FAbetaB cleavage, fluorescence polarization | inhibition, % at 5.59 µM | hit rate 0.41% among 320,000 | AID 434962;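 active = percent inhibition above the average of all tested compounds plus 3 SD, set per screening campaign, cut at about 16% in these data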;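 note: IDE supplied by intact live HEK cells; FP after avidin binding of uncleaved biotin substrate so inhibition keeps polarization high; 0% = DMSO wells and 100% = 60 µM reference IDE inhibitor Ii1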
IMP-1 inh – blocks Pseudomonas aeruginosa IMP-1 metallo-beta-lactamase; purified IMP-1, nitrocefin hydrolysis, epi-absorbance fluorescence; inhibition, % at 5.6 µM; hit rate 0.45% among 290,000;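 active = inhibition above the mean plus 3 SD of all compounds in the same screening run, cut at about 4.5% in these data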;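 note: 0% = IMP-1 with DMSO and 100% = DMSO wells lacking enzyme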
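Test system: recombinant IMP-1 enzyme, purified / Medium: HEPES buffer pH 7.1 with ZnSO4 and Brij 35 / Doses: single dose, 5.6 µM / Times: 25 °C, 15 min preincubation, 25 min reaction / Detection: Epi-absorbance via hydrolysed-nitrocefin quenching of white-plate fluorescence, 480/530 nm, EDTA stop / Evaluation: percent inhibition from optical density relative to buffer-blank wells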
Numbers without * were called inactive; x = no result given.

entry | canonical_smiles | UBC9 SUMO inh | VIM-2 inh | IDE act | PfM18AAP inh | pCIP destab | IMP-1 inh | FID counter | IDE cell inh | NS3 helicase inh
1 | CCC1Oc2ccc(C)cc2N(CC(=O)N(Cc2ccc(C)o2)C2CC(C)(C)NC(C)(C)C2)C1=O (stereo not given) | -1 | -3.8 | -2 | -14 | -4 | -3.1 | 29 | -4 | -40
2 | CC(C)c1nnc(NC(=O)c2ccc3ccccc3c2)s1 | -9 | -0.8 | 2 | -11 | 20 | -1.7 | -27 | -3 | -3
3 | O=C(COc1ccccc1F)Nc1ccc(S(=O)(=O)NCc2ccco2)cc1 | 6 | -1.8 | 6 | 11 | -7 | -2.0 | -6 | 0 | -13
4 | COc1cc(SC)ccc1C(=O)Nc1ccc(C)cc1C | 14 | 1.3 | 2 | -3 | -12 | -2.4 | -10 | 0 | 2
5 | Nc1c(Cl)c(Cl)nc(C(=O)N/N=C/c2ccco2)c1Cl | 2 | -1.8 | 2 | 4 | 3 | -4.1 | -2 | 2 | 1
6 | COc1ccc(C(=O)OC(C)C(=O)NC(C)CCc2ccccc2)cc1[N+](=O)[O-] (stereo not given) | -10 | -0.5 | 10 | -1 | -6 | -0.7 | -14 | -5 | 12
7 | O=[N+]([O-])CC(=Nc1ccc(Cl)cc1)N/N=C\c1oc(O)c2ccccc12 | 22 | -3.1 | 4 | 26 | 6 | -1.6 | -20 | 5 | 8
8 | CC1(C)CC(=O)C(C=NCC2CCNCC2)=C(O)C1 | 2 | -1.9 | -1 | -6 | 2 | -0.9 | 2 | 0 | 5
9 | Cc1ccc(C)c(-n2ccnc2SCC(N)=O)c1 | 14 | -0.3 | 10 | 1 | -2 | -1.8 | -4 | -2 | -6
10 | COc1ccc(NC(NC(=O)c2ccc(OC)cc2)C(Cl)(Cl)Cl)cc1 (stereo not given) | 0 | -3.6 | 5 | 1 | -16 | -2.3 | 1 | -5 | -10
11 | CCOc1ccc(N2C(=O)CC(N3CCN(c4ccc([N+](=O)[O-])cc4)CC3)C2=O)cc1 (stereo not given) | 4 | -3.2 | 3 | 4 | -8 | -5.1 | -9 | 12 | 47*
12 | Cc1csc2nc(CNS(=O)(=O)c3cccnc3)cn12 | x | -2.5 | -2 | 6 | x | -2.1 | -4 | -5 | 3
13 | COc1ccc(-n2c(SCC#N)nc3ccccc3c2=O)cc1 | -7 | -2.5 | 2 | 2 | -4 | -2.5 | -2 | 2 | -1
14 | COc1cccc(/C=N/Nc2nn3cnnc3c3ccccc23)c1 | 25 | 12* | 4 | 40* | -6 | -4.3 | -10 | 10 | 2
15 | Oc1ccccc1/C=N/n1cnnc1 | 25 | -4.1 | 12 | 16 | 12 | -1.0 | 0 | -1 | -2
16 | Cc1ccc(S(=O)(=O)N2C(=O)/C(=C3\SC(=S)NC3=O)c3ccccc32)cc1 | -27 | -0.1 | x | 1 | -4 | -2.0 | -6 | 3 | 1
17 | COc1cccc(CC2(CO)CCCN(Cc3ccccc3Cl)C2)c1 (stereo not given) | -11 | -3.5 | 6 | -6 | -1 | -5.2 | -5 | 4 | 0
18 | C=CCN1C(=O)/C(=C/c2ccc(N(C)C)cc2)S/C1=N\c1nnc(CC)s1 | 39 | 1.8 | x | -5 | -48 | -2.7 | -6 | x | 7
19 | CCOC(=O)c1ccc(-n2cc(C(=O)c3cccnc3)nn2)cc1 | -14 | -3.4 | -1 | -1 | 4 | -2.3 | -1 | x | -13
20 | CCOC(=O)CCCc1sc(N)nc1-c1[nH]c(=O)[nH]c1C | 6 | -5.6 | -3 | 21 | 5 | -5.4 | 4 | 10 | 0
21 | CCOc1ccc(S(=O)(=O)N2CCCC(C(=O)NCc3ccncc3)C2)cc1C (stereo not given) | -6 | -4.4 | -10 | 2 | -7 | -4.7 | -24 | 11 | 8
22 | COC(=O)c1ccc(CSc2nnc(-c3ccc4c(c3)OCO4)n2-c2ccccc2)o1 | -4 | -2.7 | -2 | 5 | -87 | -4.3 | -24 | -5 | -9
23 | O=C(COc1ccc(-c2ccccc2)cc1)NNC(=O)Nc1ccc(F)cc1F | 16 | -0.9 | -1 | -11 | -5 | -1.7 | -10 | 1 | -1
24 | CCOC(=O)Cc1csc(NC(=O)NC2(C(F)(F)F)Oc3ccc(Cl)cc3O2)n1 (stereo not given) | 10 | -3.5 | -4 | 97* | 0 | -4.7 | 1 | -3 | 1
25 | COc1cccc(NC(=S)N2CCCC2c2ccc(OC)c(OC)c2)c1 (stereo not given) | -10 | -1.0 | -3 | 1 | 10 | -1.4 | -21 | -2 | -8
26 | Cc1ccc(C(C(=O)NCCc2ccccc2)N(C(=O)c2csnn2)C2CC2)o1 (stereo not given) | 10 | -0.5 | 4 | 2 | -6 | 0.3 | -33 | -5 | 17
27 | Cc1cc(Nc2ccccc2)n(-c2ccc(Br)cc2)n1 | -10 | -1.1 | -1 | 1 | 2 | -3.3 | -7 | 2 | -4
28 | Clc1ccc(-c2cn(-c3ccc(Cl)cc3)c3[n+]2CCCCC3)cc1 | 5 | -1.7 | 5 | -1 | -8 | -2.2 | 7 | 1 | -6
29 | C/C(Cc1ccccc1)=N\NC(=O)CNC(=O)c1ccccc1O | 1 | -2.8 | 7 | 9 | -5 | -0.8 | -4 | -2 | 2
30 | Cc1nnc(NC(=O)c2ccc(S(=O)(=O)N3CC(C)CC(C)C3)cc2)o1 (stereo not given) | -6 | -6.2 | -1 | 6 | -13 | -3.7 | -39 | 1 | 0
31 | Cc1ccc(-c2cnn(-c3cccc(C(F)(F)F)c3)c2N)cc1 | 11 | -4.8 | -3 | 2 | -2 | -4.0 | -13 | 3 | -9
32 | CCC(C)Nc1c2c(nc3c(-c4ccccc4)c(C)nn13)CCC2 (stereo not given) | -12 | -2.5 | 8 | 7 | -6 | -1.7 | -9 | -2 | -5
33 | Cc1cc(=O)nc2c3ccccc3n(CC(=O)NC(C)c3ccc4c(c3)OCCO4)n12 (stereo not given) | 7 | -2.0 | -4 | 3 | -14 | -1.0 | -21 | 3 | 7
34 | Cc1ccc(NC(=O)CSCC(=O)N2CCOCC2)cc1 | 4 | -3.3 | 1 | -1 | -5 | -0.5 | -1 | -3 | -1
35 | Nc1nc(CSCc2ccccc2)nc(N2CCOCC2)n1 | -17 | -0.8 | -4 | 1 | 12 | 3.6 | 5 | 4 | 0
36 | Cc1ccccc1NC(=O)NC1CCS(=O)(=O)C1 (stereo not given) | -13 | -3.9 | 6 | -2 | 9 | -2.0 | -2 | 2 | 8
37 | COc1ccccc1NC(=O)c1ccccc1C(=O)Nc1ccccc1OC | 14 | -2.0 | 9 | -1 | -10 | -3.5 | -29 | -2 | 1
38 | CCOc1ccc(NC(=O)c2ccc(NC(=O)C3CCCO3)cc2)cc1 (stereo not given) | -3 | 1.2 | 5 | -7 | -6 | -1.7 | -29 | 3 | -6
39 | CCO[C@H]1OC(C(=O)O)=C[C@@H](c2ccc3c(c2)OCO3)[C@@H]1CCCO | 22 | -0.3 | 6 | 20 | -2 | -2.0 | -6 | 3 | 8
40 | Cc1ccc(S(=O)(=O)CCC(=O)NCc2ccccc2Cl)cc1 | -4 | -2.6 | 3 | -2 | -15 | -1.2 | -6 | 3 | -11
41 | CC1(C)Cc2c(c(N3CCOCC3)nc3sc4c(NCC5CCCO5)nnnc4c23)CS1 (stereo not given) | 2 | 0.4 | -2 | 2 | 7 | 3.3 | -15 | -2 | 5
42 | O=C(NCCN1CCN(c2ccccc2)CC1)c1cccn2c(=O)c3ccccc3nc12 | 5 | 2.6 | 2 | 1 | 10 | -2.7 | -2 | 4 | 10
43 | Cc1nnc(-c2ccco2)c2cn(-c3cccc(Br)c3)nc12 | 31 | -2.8 | -1 | 7 | -4 | -3.6 | -10 | 0 | 39*
44 | COCCCn1c(SCC(=O)N2CCc3ccccc32)nnc1-c1ccoc1C | x | -1.0 | 4 | -2 | x | -1.4 | -24 | 0 | 0
45 | COc1ccccc1N(CC(=O)NCC1CCCO1)C(=O)Cn1nnc(-c2cccs2)n1 (stereo not given) | 14 | -3.0 | 5 | 4 | -19 | -2.5 | -28 | 7 | 3

Copied from above, nos. 31–45
entry | canonical_smiles | UBC9 SUMO inh | VIM-2 inh | IDE act | PfM18AAP inh | pCIP destab | IMP-1 inh | FID counter | IDE cell inh | NS3 helicase inh
31 | Cc1ccc(-c2cnn(-c3cccc(C(F)(F)F)c3)c2N)cc1 | 11 | -4.8 | -3 | 2 | -2 | -4.0 | -13 | 3 | -9
32 | CCC(C)Nc1c2c(nc3c(-c4ccccc4)c(C)nn13)CCC2 (stereo not given) | -12 | -2.5 | 8 | 7 | -6 | -1.7 | -9 | -2 | -5
33 | Cc1cc(=O)nc2c3ccccc3n(CC(=O)NC(C)c3ccc4c(c3)OCCO4)n12 (stereo not given) | 7 | -2.0 | -4 | 3 | -14 | -1.0 | -21 | 3 | 7
34 | Cc1ccc(NC(=O)CSCC(=O)N2CCOCC2)cc1 | 4 | -3.3 | 1 | -1 | -5 | -0.5 | -1 | -3 | -1
35 | Nc1nc(CSCc2ccccc2)nc(N2CCOCC2)n1 | -17 | -0.8 | -4 | 1 | 12 | 3.6 | 5 | 4 | 0
36 | Cc1ccccc1NC(=O)NC1CCS(=O)(=O)C1 (stereo not given) | -13 | -3.9 | 6 | -2 | 9 | -2.0 | -2 | 2 | 8
37 | COc1ccccc1NC(=O)c1ccccc1C(=O)Nc1ccccc1OC | 14 | -2.0 | 9 | -1 | -10 | -3.5 | -29 | -2 | 1
38 | CCOc1ccc(NC(=O)c2ccc(NC(=O)C3CCCO3)cc2)cc1 (stereo not given) | -3 | 1.2 | 5 | -7 | -6 | -1.7 | -29 | 3 | -6
39 | CCO[C@H]1OC(C(=O)O)=C[C@@H](c2ccc3c(c2)OCO3)[C@@H]1CCCO | 22 | -0.3 | 6 | 20 | -2 | -2.0 | -6 | 3 | 8
40 | Cc1ccc(S(=O)(=O)CCC(=O)NCc2ccccc2Cl)cc1 | -4 | -2.6 | 3 | -2 | -15 | -1.2 | -6 | 3 | -11
41 | CC1(C)Cc2c(c(N3CCOCC3)nc3sc4c(NCC5CCCO5)nnnc4c23)CS1 (stereo not given) | 2 | 0.4 | -2 | 2 | 7 | 3.3 | -15 | -2 | 5
42 | O=C(NCCN1CCN(c2ccccc2)CC1)c1cccn2c(=O)c3ccccc3nc12 | 5 | 2.6 | 2 | 1 | 10 | -2.7 | -2 | 4 | 10
43 | Cc1nnc(-c2ccco2)c2cn(-c3cccc(Br)c3)nc12 | 31 | -2.8 | -1 | 7 | -4 | -3.6 | -10 | 0 | 39*
44 | COCCCn1c(SCC(=O)N2CCc3ccccc32)nnc1-c1ccoc1C | x | -1.0 | 4 | -2 | x | -1.4 | -24 | 0 | 0
45 | COc1ccccc1N(CC(=O)NCC1CCCO1)C(=O)Cn1nnc(-c2cccs2)n1 (stereo not given) | 14 | -3.0 | 5 | 4 | -19 | -2.5 | -28 | 7 | 3
